Assay outcomes as filed in PubChem BioAssay.
Cav3 T inh = Cav3.2 calcium influx blockers – cell-based, Fluo-4 calcium fluorescence, FDSS, MLSMR library, primary screen. Voltage-dependent T-type calcium channel subunit alpha-1H (Homo sapiens), O95180. Cav3.2-expressing cells; stronger effect = lower value. B-score at 10 µM. 100,000 tested, 4% active. AID 449739, 2010;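 active means single-dose well whose peak fluorescence ratio is a statistical outlier from its plate by either plate-standardised score or position-corrected B-score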
Target sequence (O95180 whole entry, looked up): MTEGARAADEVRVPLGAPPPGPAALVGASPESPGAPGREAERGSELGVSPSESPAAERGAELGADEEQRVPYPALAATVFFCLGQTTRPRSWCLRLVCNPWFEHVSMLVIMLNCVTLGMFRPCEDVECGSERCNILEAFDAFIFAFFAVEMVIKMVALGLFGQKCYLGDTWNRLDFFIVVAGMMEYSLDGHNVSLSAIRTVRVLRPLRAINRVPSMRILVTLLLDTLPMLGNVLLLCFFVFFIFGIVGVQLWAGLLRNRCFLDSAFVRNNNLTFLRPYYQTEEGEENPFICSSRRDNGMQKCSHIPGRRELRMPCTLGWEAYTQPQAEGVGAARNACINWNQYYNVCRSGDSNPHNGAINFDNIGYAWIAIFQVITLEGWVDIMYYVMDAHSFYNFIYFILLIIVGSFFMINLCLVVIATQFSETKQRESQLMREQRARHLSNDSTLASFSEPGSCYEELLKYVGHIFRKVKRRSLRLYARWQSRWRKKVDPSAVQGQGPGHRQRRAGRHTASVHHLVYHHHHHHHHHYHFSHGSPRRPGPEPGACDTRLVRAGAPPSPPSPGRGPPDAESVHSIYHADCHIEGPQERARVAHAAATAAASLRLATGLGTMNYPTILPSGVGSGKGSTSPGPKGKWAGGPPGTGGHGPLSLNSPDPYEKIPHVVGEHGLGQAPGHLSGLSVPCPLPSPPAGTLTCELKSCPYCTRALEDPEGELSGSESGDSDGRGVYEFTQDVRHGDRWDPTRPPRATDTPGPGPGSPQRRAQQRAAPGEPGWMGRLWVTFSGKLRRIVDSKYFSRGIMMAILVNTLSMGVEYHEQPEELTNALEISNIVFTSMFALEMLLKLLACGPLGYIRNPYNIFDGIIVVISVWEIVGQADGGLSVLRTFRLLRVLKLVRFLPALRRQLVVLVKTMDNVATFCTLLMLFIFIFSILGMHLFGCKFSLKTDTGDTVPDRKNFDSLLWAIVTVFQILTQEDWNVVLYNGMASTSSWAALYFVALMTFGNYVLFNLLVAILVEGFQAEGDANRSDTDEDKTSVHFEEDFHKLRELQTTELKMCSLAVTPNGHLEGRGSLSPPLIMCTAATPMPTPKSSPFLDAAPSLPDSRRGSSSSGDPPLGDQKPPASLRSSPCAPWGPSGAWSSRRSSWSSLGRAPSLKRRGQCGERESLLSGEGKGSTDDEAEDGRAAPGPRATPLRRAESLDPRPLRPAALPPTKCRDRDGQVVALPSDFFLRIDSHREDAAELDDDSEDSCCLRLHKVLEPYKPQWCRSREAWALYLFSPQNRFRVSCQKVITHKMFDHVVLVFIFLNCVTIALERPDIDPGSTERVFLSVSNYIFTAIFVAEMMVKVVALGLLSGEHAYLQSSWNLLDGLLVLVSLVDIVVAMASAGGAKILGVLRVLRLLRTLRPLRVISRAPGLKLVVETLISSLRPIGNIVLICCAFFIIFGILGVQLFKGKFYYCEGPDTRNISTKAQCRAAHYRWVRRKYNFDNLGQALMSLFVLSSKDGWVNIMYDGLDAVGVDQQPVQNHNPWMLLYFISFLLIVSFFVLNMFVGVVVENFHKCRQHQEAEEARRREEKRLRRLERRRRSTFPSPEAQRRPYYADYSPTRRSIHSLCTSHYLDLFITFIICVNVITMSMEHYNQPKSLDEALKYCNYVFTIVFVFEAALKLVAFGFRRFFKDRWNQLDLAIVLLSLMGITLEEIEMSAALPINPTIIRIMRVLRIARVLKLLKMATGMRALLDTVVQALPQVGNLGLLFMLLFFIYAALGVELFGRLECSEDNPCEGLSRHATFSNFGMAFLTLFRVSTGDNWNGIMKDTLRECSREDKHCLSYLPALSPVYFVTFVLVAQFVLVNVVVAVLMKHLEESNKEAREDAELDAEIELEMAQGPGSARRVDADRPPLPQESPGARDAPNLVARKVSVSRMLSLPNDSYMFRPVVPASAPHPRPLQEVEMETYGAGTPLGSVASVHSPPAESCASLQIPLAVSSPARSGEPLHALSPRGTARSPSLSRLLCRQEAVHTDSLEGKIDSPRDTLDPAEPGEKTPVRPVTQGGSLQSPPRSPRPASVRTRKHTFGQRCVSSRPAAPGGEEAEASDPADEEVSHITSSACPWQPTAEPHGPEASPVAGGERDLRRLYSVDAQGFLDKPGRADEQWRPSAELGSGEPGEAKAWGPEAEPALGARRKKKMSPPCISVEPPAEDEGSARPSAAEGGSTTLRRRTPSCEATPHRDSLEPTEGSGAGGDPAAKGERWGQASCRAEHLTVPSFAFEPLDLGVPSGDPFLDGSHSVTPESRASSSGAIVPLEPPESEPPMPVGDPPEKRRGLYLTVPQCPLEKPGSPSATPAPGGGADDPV
* marks the source's active call; other numbers are inactive results.

Sample of the layout (6 entries):
SMILES	Cav3 T inh
Cc1ccc(-c2nnc(CSc3nnc(COc4ccccc4)n3-c3ccccc3)o2)cc1	-7*
Cc1ncc(CSc2nc3ccccc3[nH]2)c(N)n1	0.071
CC(NC(=O)Nc1ccc2c(c1)OCO2)C1CCCO1 (stereo unspecified)	0.011
Cc1cccc2cc(CN(CCN3CCCC3)C(=O)NC3CCCCC3)c(=O)[nH]c12	0.057
Cc1nn(-c2ccc(Cl)cc2)c(N)c1C(O)(CSc1nccn1C)C(F)(F)F (stereo unspecified)	-0.66
CC(C)Sc1nc2ccccc2n1CC(=O)NCc1ccc2c(c1)OCO2	-0.92

Results, previewed entries included:
SMILES	Cav3 T inh
Cc1ccc(-c2nnc(CSc3nnc(COc4ccccc4)n3-c3ccccc3)o2)cc1	-7*
Cc1ncc(CSc2nc3ccccc3[nH]2)c(N)n1	0.071
CC(NC(=O)Nc1ccc2c(c1)OCO2)C1CCCO1 (stereo unspecified)	0.011
Cc1cccc2cc(CN(CCN3CCCC3)C(=O)NC3CCCCC3)c(=O)[nH]c12	0.057
Cc1nn(-c2ccc(Cl)cc2)c(N)c1C(O)(CSc1nccn1C)C(F)(F)F (stereo unspecified)	-0.66
CC(C)Sc1nc2ccccc2n1CC(=O)NCc1ccc2c(c1)OCO2	-0.92
O=C(O)c1c[nH]c2cc(C(F)(F)F)ccc2c1=O	-1.1
O=c1c2ccccc2nc(SCc2cccc(F)c2)n1Cc1ccco1	-3.4
C=CCn1c(SCc2cc(=O)n3ccsc3n2)nc2sc(C)c(C)c2c1=O	1.4
CCOc1ccccc1C(=O)Nc1nnc(C(C)C)s1	-0.9
O=C(OCc1nnc(-c2ccccc2)o1)c1cn(-c2ccccc2)nc1-c1ccccc1	-1.8
Cc1cc(C)cc(NC(=O)C/C(N)=N/O)c1	-3.1
Cc1cccc(C2N(c3nccs3)C(=O)C3CCCN32)c1 (stereo unspecified)	1
O=S(=O)(Nc1ccccc1Cl)c1ccc(F)cc1	-1.2
O=C(c1cc2nc(-c3ccco3)cc(C(F)(F)F)n2n1)N1CCCc2ccccc21	-0.013
Cc1cn(-c2cc(C(=O)Nc3ccc(C)c(NC(=O)C(=O)c4c[nH]c5ccccc45)c3)cc(C(F)(F)F)c2)cn1	-0.48
COc1ccc(C[C@H]2c3cc(O)c(OC)cc3CC[N+]2(C)[O-])cc1O (stereo partly specified)	-0.3
CCCc1cc(C(=O)NCCc2ccc(OC)c(OC)c2)no1	1.2
C=CCn1c(COc2ccccc2F)nnc1SCC(=O)N1CC(=O)Nc2ccccc21	0.45
Cc1ccc(S(=O)(=O)C(C#N)c2nc3ccccc3nc2N2CCCC2)cc1 (stereo unspecified)	-3.6
COc1ccc(-c2nn(-c3ccccc3)cc2C(=O)N2CCOCC2)cc1	-0.1
CN1CCC23c4ccccc4NC1C21CCN(C)C3Nc2ccccc21	0.094
O=C(Oc1cccc(NC(=O)c2ccco2)c1)c1cccc(S(=O)(=O)N2CCCCC2)c1	-1.5
CSc1ncccc1C(=O)OCC(=O)Nc1cc(C(F)(F)F)ccc1N1CCOCC1	-3.5
O=C(/C=N/O)Nc1ccccc1	0.83
COC(=O)C1CCN(C(c2ccc(OC)c(OC)c2)c2sc3nc(C)nn3c2O)CC1 (stereo unspecified)	0.88
Cc1ccc(C)c(NC(=O)CCc2ccc(S(=O)(=O)NC3CCCCC3)cc2)c1	-2.6
COc1cc(OC)c(C2N(c3ccc(Cl)cc3)C(=O)C3CCCN32)cc1OC (stereo unspecified)	-0.52
CC1(C)CC2(CCO1)CNC(=O)O2 (stereo unspecified)	0.77
CC1(c2nnc(-c3ccc(F)cc3)o2)CC(c2cccnc2)=NO1 (stereo unspecified)	0.49
CCSc1nnc(NC(=O)c2cnccn2)s1	1.2
CCOC(=O)N1CCC(Nc2nc(OC)nc(OC)n2)CC1	1.1
O=C(Nc1cc(C(F)(F)F)ccc1N1CCOCC1)c1cccnc1Cl	0.082
O=C(NC1CCCC1)C1CCC(=O)N1C1CCCC1 (stereo unspecified)	-0.22
O=C(NCC1CC1)c1ccc(Nc2nc3ccc(Br)cc3[nH]2)cc1	-0.086
COc1ccc2c(c1)CC/C(=C\c1ccc(OC)c(Cn3nc(C)cc3C)c1)C2=O	0.24
O=S(=O)(Nc1nc(-c2sccc2Cl)cs1)c1cc(Cl)ccc1Cl	-7.1*
CC1(C)Cc2ccccc2-c2nc3ccccc3c(=O)n21	-0.91
CC1(C)CC(=O)C=C(NC2CC(C)(C)NC(C)(C)C2)C1	0.59
COCCNC(=O)CSc1nc2cc(OC)c(OC)cc2c(=O)n1CCC1=CCCCC1	0.66

The final six entries of the section before are carried over, then new ones follow:
SMILES	Cav3 T inh
O=C(NCC1CC1)c1ccc(Nc2nc3ccc(Br)cc3[nH]2)cc1	-0.086
COc1ccc2c(c1)CC/C(=C\c1ccc(OC)c(Cn3nc(C)cc3C)c1)C2=O	0.24
O=S(=O)(Nc1nc(-c2sccc2Cl)cs1)c1cc(Cl)ccc1Cl	-7.1*
CC1(C)Cc2ccccc2-c2nc3ccccc3c(=O)n21	-0.91
CC1(C)CC(=O)C=C(NC2CC(C)(C)NC(C)(C)C2)C1	0.59
COCCNC(=O)CSc1nc2cc(OC)c(OC)cc2c(=O)n1CCC1=CCCCC1	0.66
Cc1ccc(S(=O)(=O)N2CCC(C(=O)OCC(=O)N3CCc4ccccc43)CC2)cc1	0.57
Cn1c(=O)c2c(SCc3c(F)cccc3Cl)nc(CC(C)(C)C)nc2n(C)c1=O	-2.1
O=C(NCCN1CCCCCC1)C1CC(=O)N(CCc2ccccc2)C1 (stereo unspecified)	0.63
COc1ccc(OCC(=O)NN2Cc3ccccc3C2=N)cc1	0.06
CCCCC1CCC(C(=O)Nc2ccc(S(=O)(=O)Nc3nccs3)cc2)CC1 (stereo unspecified)	0.48
Cc1ccn2c(C(=O)N/N=C\c3cccs3)c(C)nc2c1	0.84
Cc1cc(C)nc(Nc2n[nH]c(Cc3ccccc3)n2)n1	-0.16
CCCCc1nc(SCC(=O)Nc2ncccn2)n[nH]1	0.48
Cc1cccc(-c2nnn(CC/C(N)=N/O)n2)c1	-0.34
CCOC(=O)CNC(=O)c1sc(NC(=O)c2ccccc2)nc1C	-0.064
CC(=O)N(/N=C1\Sc2ccccc2C1=O)c1ccccc1	-0.035
CC(C)CCOCC1CC2(CC(C)(c3csc(N)n3)OC2=O)C(=O)O1 (stereo unspecified)	0.071
O=C(O)c1c[nH]c(=S)n1-c1ccc(F)cc1	0.71
NC(=O)C1=C[C@H](c2ccc(Br)cc2)C[C@H](OCc2ccc(CO)cc2)O1	-0.25
COC(=O)CCS(=O)(=O)c1ccc(Cl)c(Cl)c1	0.33
O=C(N1CCOCC1)N(Cc1ccco1)CC1CCCO1 (stereo unspecified)	-0.21
O=C(COC(=O)Cn1cnc2ccccc21)NCCc1ccccc1	0.12
O=C(NCCCn1ccnc1)c1cn(-c2ccccc2)nc1-c1ccccc1	0.95
C=CCOC(=O)C1=C(C)NC(SCC(=O)N(CC)CC)=C(C#N)C1c1ccco1 (stereo unspecified)	-1.5
COc1ccc(-c2nn3cnnc3s2)cc1OC	-0.24
COC(=O)Cc1c(C)nc2nc(Cc3ccccc3)[nH]n2c1=O	0.94
COC(=O)c1ccc(CSc2nc3c(cnn3-c3ccc(F)cc3)c(=O)[nH]2)o1	0.7
CCC(Sc1nc(C)cc(C)n1)C(=O)NC1=NN=C(c2ccc(C)cc2)CS1 (stereo unspecified)	0.025
O=C(NCCC1=CCCCC1)c1cnccn1	0.81
Cc1ccsc1C(=O)NNC(=S)NCC(C)C	0.46
Clc1ccc(C2[C@H]3CN(CC4CCCCC4)[C@H](c4ccccc4)C34CC2(c2cccnc2)C4)cn1 (stereo partly specified)	0.18
O=C1Nc2ccccc2C12OCC1(CO2)COC2(OC1)C(=O)Nc1ccccc12 (stereo unspecified)	-0.87
CC(C)Cn1c(-c2nn(C)cc2Cl)n[nH]c1=S	-0.85
O=c1c2ccccc2nc(-c2ccccc2)n1CCN1CCOCC1	0.89
O=c1sc2ccccc2n1COc1ccc(Cl)cc1	-1.4
N#Cc1ccc(Oc2nc(C(N)=O)cc(-c3ccccc3)n2)cc1	0.017
COc1cccc(N2CC34C=CC(O3)C(C(=O)O)C4C2=O)c1 (stereo unspecified)	0.37
CCOC(=O)c1c(NC(=O)c2cccs2)sc(C(=O)N(C)C)c1C	0.23
CCC(OC(=O)c1ccco1)C(=O)NCc1ccc(C)cc1 (stereo unspecified)	0.55
CCC(Oc1ccccc1)C(=O)Nc1nnc(C(F)(F)F)s1 (stereo unspecified)	-1.3
CCOC(=O)c1cnc(SCC(=O)Nc2cc(OC)ccc2OC)nc1N	-0.11
O=S(=O)(O)CCS	1.2
O=C(CN1CCC(O)(c2ccc3c(c2)OCO3)CC1)OC1CCCCC1	0.038
CCCNC(=O)c1cccc(COCC(F)(F)F)c1	0.31
Cc1cc(-n2nc(C)cc2C)nc(N)n1	0.37
COc1ccc(C(C)(C)C)cc1NC(=O)c1cncc(Br)c1	-0.41
O=C(CN1CCN(c2ccc(F)cc2)CC1)Nc1nnc(-c2ccccc2)s1	0.16
O=C(CN1CCC(n2nnc3cc(F)ccc32)CC1)Nc1ccccc1N1CCOCC1	-0.61
S=C(c1ccc(-c2cc(Cl)ccc2Cl)o1)N1CCOCC1	-2
CCCn1nnc(NC(=O)c2ccc(OCC)c(Cl)c2)n1	-1.2
C=C(C)CSc1nnc([C@@H](NC(=O)OC(C)(C)C)C(C)CC)o1 (stereo partly specified)	-2.2
CCc1nnc(NC(=O)C2CCCN2C(=O)NC2CCCCC2)s1 (stereo unspecified)	-0.24
O=S(=O)(Nc1nc2ccccc2nc1NCCN1CCOCC1)c1cccc(Cl)c1	-1.3
O=C(NNC(=O)C1CCCCC1)c1cnccn1	0.98
COc1ccc(C2CC(=O)c3cnc(NC(=O)c4cccc(OC)c4)nc3C2)cc1 (stereo unspecified)	0.13

(list continues)
SMILES	Cav3 T inh
COc1ccc(C2(CNC(=O)Cc3ccc(OC)c(OC)c3)CCOCC2)cc1	0.83
CC(C)(C)C(=O)Cn1ncc(NC2CC2)c(Br)c1=O	0.039
CN(C)c1ncc(C2=C(Cl)C(=O)C(N3CCCC3)=C(Cl)C2=O)s1	0.21
Cc1onc(-c2ccccc2Cl)c1C(=O)OCn1nnc2ccccc2c1=O	-0.51
COC(=O)c1c(C)oc2ccc(OC(=O)N3CCOCC3)cc12	-0.0038
Cc1c(NC(=O)C(C)N2C(=O)c3ccccc3C2=O)c(=O)n(-c2ccccc2)n1C (stereo unspecified)	0.19
COC(=O)c1[nH]c2cc(OC)ccc2c1NC(=O)CN1CCC(C(N)=O)CC1	-0.89
COC(=O)C(Cc1ccc(O)cc1)NC(=O)CCC(=O)Nc1ccc(S(N)(=O)=O)cc1 (stereo unspecified)	-0.088
O=C(O)c1cc(=O)c2c(Cl)cc(Cl)cc2[nH]1	-0.41
Cn1c(/C=N/c2nc3ccccc3[nH]2)nc2ccccc21	0.048
O=C(NC1CCCCC1)C1CCN(S(=O)(=O)N2CCOCC2)CC1	0.99
CCOc1ccccc1OCCOCCN1CC(C)OC(C)C1 (stereo unspecified)	0.53
S=C1NCCOCCOCCOCCN1	0.039
COc1ccc(-c2nc(Cn3c(SCc4ccccc4F)nc4ccncc43)c(C)o2)cc1	-0.12
CC(=O)N1CCc2c(sc(NC(=O)CN3C(=O)CCC3=O)c2C(N)=O)C1	-0.73
CCc1nnc(NC(=O)CSc2nnc(-c3ccc(S(=O)(=O)N4CCCC4)cc3)n2CC)s1	0.33
COC(=O)Nc1ccc(S(=O)(=O)NCCO)cc1	1.2
Cc1cc(C)n(CC2CC(=O)N(c3ccc(Cl)c(Cl)c3)C2=O)n1 (stereo unspecified)	0.84
Cc1ccccc1NC(=O)/C(=C/c1ccccc1)c1ccccc1	-4.8*
Cc1cc(C)nc(-n2nc(C)cc2NC(=O)CN2CCc3ccccc3C2)n1	-1.7
Cc1onc(-c2ccccc2)c1C(=O)Nc1cccnc1	1.2
Cc1cc2nc(-c3ccc(SCC(=O)Nc4ccc5c(c4)OCCO5)nc3)[nH]c2cc1C	-0.84
CCOC(=O)c1ccc2c(c1)nc(SC/C(O)=C(\C#N)c1nc3ccccc3[nH]1)n2CC	-0.13
COc1ccc(N(C(=O)c2cccc(OC)c2OC)C2C=CS(=O)(=O)C2)cc1 (stereo unspecified)	0.94
C#CCOCCOCCOCCNc1nc(N2CCN(C(=O)[C@H](Cc3ccc(O)cc3)n3cc([C@@H](N)CC(C)C)nn3)CC2)nc(N2CCN(C(=O)[C@H](Cc3cc4ccccc4[nH]3)n3cc([C@@H](N)CC(C)C)nn3)CC2)n1	0.2
CSc1cc(-c2ccccc2)n(Cc2c(Cl)cccc2Cl)c(=O)c1C#N	-1.4
COc1cc2sc3ccc(-c4ccc(N(C)C)nc4)cc3c(=O)c2cc1OC	-0.43
Cc1ccc(-c2cc(C(F)F)nc(N3CCC(C)CC3)n2)cc1	0.089
CCCS(=O)(=O)NCc1cn2cccc(C)c2n1	-2.9
C=C(C)CSc1nc2nc(C)c(Br)cc2[nH]1	0.69
O=C(CSc1nnc(COc2ccc3c(c2)CCCC3)o1)Nc1ccc(F)cc1	1.8
COc1ccc(C(=O)C2CCCCC2=O)cc1 (stereo unspecified)	-2.2
CCN(CC)S(=O)(=O)c1cccc(C(=O)Nc2ccccc2)c1	0.19
Cc1sc2ncnc(N3CCN(CCOc4ccc(Cl)cc4)CC3)c2c1C	-0.29
Cc1onc(-c2ccccc2Cl)c1C(=O)Oc1cc(N)n(S(=O)(=O)c2ccc(F)cc2)n1	-0.57
O=C(OCC(=O)N1CCc2ccccc21)c1cccnc1Cl	0.83
Cc1ccc(NC(=O)c2ccc(CSc3nnc(-c4ccncc4)n3C)cc2)c(C)c1	1.1
C#CCNC(=O)C1=C[C@H](c2ccc(Br)cc2)C[C@H](OCCCCO)O1	1
CS(=O)(=O)N(Cc1ccc(Cl)cc1)c1ccc(C(=O)N2CCN(c3ccccc3)CC2)cc1	-2.8

3 compounds picked at random from the list so far:
SMILES	Cav3 T inh
CCN(CC)S(=O)(=O)c1cccc(C(=O)Nc2ccccc2)c1	0.19
Cc1ccc(NC(=O)c2ccc(CSc3nnc(-c4ccncc4)n3C)cc2)c(C)c1	1.1
COc1ccc(C(=O)C2CCCCC2=O)cc1 (stereo unspecified)	-2.2

A portion of the library (hit frequency here may not be typical).
